Screening data: PubChem BioAssay, Sanford-Burnham Center for Chemical Genomics
TAG inh: triacylglycerol accumulation inhibition; H9c2 cells, Nile Red lipid (TAG) fluorescence; cells loaded with 200 µM oleic acid; inhibition, % at 12.5 µM; 230,000 tested, 0.66% active;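 active = pattern-corrected inhibition of lipid staining of at least 50% with the nuclear-stain viability signal not falling by more than 50%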;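 note: 0% = DMSO wells and 100% = triacsin C control wells; some results filed as inactive read as strong as hits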
TAG inh DAPI viability: second read-out of TAG inh, no call of its own (marks repeat the call); DAPI nuclei signal change (viability), lower = more cytotoxic, %;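 whole-well DAPI fluorescence read on a plate reader as a viability signal; minus 50 percent equals half of cells still viable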
Starred values were filed as active, the others as inactive; x = no result given. Only part of the results is shown; count on the stated rates, not on these rows.

molecule	TAG inh	TAG inh DAPI viability
Cc1cc(C)cc(-c2nnc(SCC(=O)Nc3cc(C)on3)o2)c1	4.9	0.9
COc1ccc(C(=O)OCC(=O)c2c(N)n(C)c(=O)n(C)c2=O)cc1OC	-4.4	6.9
CCC(=O)Nc1ccc(C(=O)N/N=C/c2cc(Br)c(OC)cc2OC)cc1	2.2	9.3
C[C@@H]1CN([C@H](C)CO)C(=O)CCCn2nncc2CO[C@@H]1CN(C)S(=O)(=O)c1ccccc1C#N	10.4	1.2
CCn1c(SCC(=O)N2CCc3ccccc3C2)nc2sc(C)c(C)c2c1=O	-14.0	9.9
O=C1c2ccccc2CCCC12N=NCC2c1cccc2ccccc12 (stereo not given)	-5.4	-7.2
CC(=O)c1c(C)[nH]c(C(=O)NCc2cccc(Cl)c2)c1C	0.5	1.0
CCOCCCNC(=O)C(c1ccc(C)cc1)N1CCOCC1 (stereo not given)	-19.6	10.7
Cc1ccc(S(=O)(=O)N2CCC(C(=O)OCC(=O)NCCc3ccccc3)CC2)cc1C	-15.0	9.3
CCOP(=O)(CC(C(C)=O)C(O)c1ccccc1)OCC (stereo not given)	1.6	3.4
COc1ccc(OC)c(S(=O)(=O)Nc2ccc3c(c2)N(C(C)=O)CCC3)c1	2.6	-6.7
COc1ccc(C)cc1S(=O)(=O)N1CCN(S(=O)(=O)c2cc(C)ccc2OC)CC1	11.4	-3.6
O=S(=O)(Nc1ccc(-c2ccc3nncn3n2)cc1)c1ccccc1Cl	25.0	-3.9
NC(=O)COC(=O)c1cc(-c2ccco2)nc2ccccc12	-5.7	5.5
COc1ccccc1NC(=O)CCc1c(C)nc2c(-c3ccc(F)cc3)c(C)nn2c1C	10.5	-3.2
CN(C)CCCN(C(=O)c1ccc(S(=O)(=O)N2CCCCCC2)cc1)c1nc2ccc(F)cc2s1	11.5	-3.6
CCC(=O)c1ccc(OCC(=O)OCC(=O)NC2CCCC2)cc1	-4.2	-5.0
O=C(CNC(=O)c1cccs1)NCCc1ccco1	-13.5	5.9
CCOC(=O)c1c(N)sc(C(=O)N2CCCC2)c1C	-18.7	-0.2
O=C(Nc1cc(Cl)ccc1Cl)C1CC(=O)N(c2ccccc2)C1 (stereo not given)	-3.4	7.1
Cc1cc(C)c(S(=O)(=O)N2CCN(C(=O)c3cc4ccccc4o3)CC2)c(C)c1	-32.5	6.7
Cc1ccc(N/C=C2\CCCCC2=O)nc1	0.4	7.3
c1ccc(C2=NC(c3ccccc3)N=C(c3ccccc3)N2)cc1	-12.6	5.4
CCOC(=O)c1c(/N=C/N(C)C)sc2c1CCC2	0.6	-5.3
C/C(=N\NC(=S)NCCc1ccccc1)c1cccc(Br)c1	2.9	11.1
N#CC1(C#N)CC(C=O)=C(N)C1(C#N)CC(=O)c1ccc(F)cc1 (stereo not given)	-15.0	8.1
CCOC(=O)c1ccc(N(CC2CO2)S(=O)(=O)c2ccc(C)cc2)cc1 (stereo not given)	-14.6	9.3
COc1ccc(/C(N)=N/OC(=O)Oc2ccccc2)cc1	-6.5	-0.4
CCOC(=O)c1nccnc1C(=O)Nc1ccc(C(F)(F)F)cc1	15.7	-6.7
Cc1noc(C)c1NC(=O)Nc1ccc2c(c1)C(=O)N([C@H](C)CO)C[C@H](C)[C@@H](CN(C)C(=O)Nc1ccc(C(F)(F)F)cc1)O2	-13.5	-3.7
Cc1cc(Cl)ccc1NC(=O)CCN1C(=O)NC(C)(C)C1=O	-5.0	3.1
CN1C2CCC1CC(NC(=O)CSc1ccc(Cl)cc1)C2 (stereo not given)	9.3	-3.3
COc1ccccc1-c1cn[nH]c1-c1ccc(OCc2ccc(F)cc2)cc1O	3.8	3.7
N#CNC(=Nc1ccc(Cl)cc1)Oc1ccccc1	4.4	-0.2
Cc1ccccc1OCCC(=O)OCC(=O)NCCNC(=O)COC(=O)CCOc1ccccc1C	-7.5	2.2
O=C(C(=O)N1CCOCC1)c1cn(CC(=O)N2CCCCC2)c2ccccc12	17.4	-3.7
CCOC(=O)C(NC(C)=O)C(O)c1ccc([N+](=O)[O-])cc1 (stereo not given)	3.7	-11.3
CN1CCN(C(=O)C2CCN(S(=O)(=O)c3ccc4c(c3)oc(=O)n4C)CC2)CC1	1.6	19.9
O=C(NCC(c1ccco1)N1CCc2ccccc2C1)c1cccc(F)c1 (stereo not given)	-7.9	-1.8
CN1C(=O)/C(=C/c2ccc(O)c([N+](=O)[O-])c2)NC1=S	12.7	-21.1
COc1cccc(CNCC(=O)NC(=O)NC2CCCC2)c1	1.0	7.0
COCC(C)n1c(C)cc(C(=O)COC(=O)c2nc3nc(C)cc(C)n3n2)c1C (stereo not given)	-10.4	-4.5
CCc1nccn1S(=O)(=O)c1cc(OC)c(Cl)cc1OC	-6.9	2.6
Nc1nc(Cl)nc2c1ncn2[C@H]1C[C@H](O)[C@@H](CO)O1	21.5	-46.0
C#CCNC(=O)C1=C[C@H](C2CC2)C[C@H](OCCCCO)O1	2.0	-4.6
Cc1ccc(S(=O)(=O)N(CC(=O)NCCSc2ccccn2)c2cc(C)cc(C)c2)cc1	-22.6	-5.3
COc1ccc2c(c1)CCc1cnoc1-2	-1.5	8.3
O=C1CC(SCc2nc3ccccc3[nH]2)C(=O)N1c1ccc(Cl)cc1 (stereo not given)	9.1	-4.5
COc1ccc(Cc2nnc(SCC(=O)NC3(C#N)CCCCC3)n2N)cc1	2.0	-4.3
C[C@@H](O)CNC(=O)c1[nH]cnc1C(=O)N[C@H](C)c1ccccc1	-5.9	4.6
COc1cc(OC)cc(C(=O)NC(=S)Nc2ccc3c4c(cccc24)CC3)c1	-3.7	-9.0
CCc1ccc(NC(=O)C2CCCN(S(=O)(=O)c3c(C)[nH]c(=O)[nH]c3=O)C2)cc1 (stereo not given)	-7.7	2.9
CN(C)/C=C1\C(=O)ON=C1c1ccccc1	7.1	4.5
Cc1ccc(-c2nnc(-c3cccc4ccccc34)o2)cc1	-6.9	15.9
CC(C)C(NC(=O)c1ccccc1F)C(=O)Nc1nccs1 (stereo not given)	-1.3	-4.9
CCOC(=O)c1sc(C)c2c(=O)n(Cc3ccc(Cl)cc3)c(C)nc12	-183.5	1.7
O=C(COc1ccccc1F)Nc1ccc2[nH]c(=O)[nH]c2c1	-13.7	-4.8
Cc1ccc(NC(=O)CSc2nn(-c3ccccc3)c(=S)s2)cc1S(=O)(=O)N(C)C	-14.1	-3.8
N=c1c(C(=O)NCc2ccc(F)cc2)cc2c(=O)n3ccccc3nc2n1CC1CCCO1 (stereo not given)	50.9*	x
COc1ccc2[nH]c(CN3CCN(CC(C)C)C(CCO)C3)c(C)c2c1 (stereo not given)	10.0	9.6

The list goes on:
molecule	TAG inh	TAG inh DAPI viability
CC(=O)Nc1ccc(S(=O)(=O)CC(=O)CS(=O)(=O)c2ccc(NC(C)=O)cc2)cc1	0.8	-7.9
C/C(=N/NC(=O)CCc1c(C)n[nH]c1C)c1cccc([N+](=O)[O-])c1	4.5	-3.0
CC(C)C1C(=O)N(Cc2cn(CCC3OCCCO3)nn2)CCS(=O)(=O)N1Cc1ccc(-c2cccc(CO)c2)cc1 (stereo not given)	0.1	-3.6
O=C(C[n+]1ccccc1)N/N=C/c1cccs1	4.6	-9.4
CC(NC(=O)NC1CCCCC1)c1ccccc1 (stereo not given)	-5.3	1.9
Cc1ccc(C)c(NC(=O)COC(=O)CNC(=O)C2CCCCC2)c1	3.0	7.1
CCOC(=O)N1CCN(c2c(NCc3ccccc3OC)c(=O)c2=O)CC1	8.7	-19.2
O=C(N/N=C/C1CC2C=CC1C2)c1ccccc1O (stereo not given)	12.4	-2.2
COc1ccc(C2=NOC(C(=O)Nc3cccnc3)C2)cc1OC (stereo not given)	-6.5	2.6
O=C1OCCN1C(=O)[C@H]1[C@H](c2ccc(Cl)cc2)C(c2ccc(F)cc2)=NN1c1ccccc1	-2.8	22.6
CCCn1c(N)c(C(=O)COC(=O)c2c(C)noc2C)c(=O)n(C)c1=O	13.3	-15.2
C[C@H](CO)N1C[C@H](C)[C@@H](CN(C)C(=O)Nc2ccccc2)Oc2c(NS(=O)(=O)c3cn(C)cn3)cccc2C1=O	8.6	7.2
CC(C)c1ccc(NC(=O)C(c2ccccc2)N2CCN(C(=O)c3ccco3)CC2)cc1 (stereo not given)	-16.5	-4.3
CCOc1ccc(NC(=O)N(CCN(C)C)C(C)c2cccnc2)cc1 (stereo not given)	-2.4	0.3
N#CC1(Nc2ccc3c4c(cccc24)CC3)CCCCC1	11.2	-1.7
COC(=O)C1=C(C)OC(N)=C(C#N)C1c1ccccc1 (stereo not given)	-7.9	17.8
O=C(O)CNC(=O)/C=C/c1ccc(Cl)cc1Cl	-24.6	14.4
Cc1ccc(S(=O)(=O)Nc2cccc3cccnc23)c([N+](=O)[O-])c1	-7.6	-0.6
CN(C(=O)CC1C(=O)NCCN1Cc1ccc2ccccc2c1)C1CCOCC1 (stereo not given)	1.2	-0.3
Cc1ccc(N2C(=O)CC(SCC(=O)Nc3ccc(S(N)(=O)=O)cc3)C2=O)cc1 (stereo not given)	-5.2	1.8
Cc1cc(S(=O)(=O)N2CCCC2)ccc1OCC(=O)NCc1ccccc1	-25.1	2.5
O=C(/C=C/c1ccccc1)NC(NC(=S)Nc1cccc(Cl)c1)C(Cl)(Cl)Cl (stereo not given)	-14.8	-3.8
CCNc1ccc(Br)cc(C(=O)/C=C/c2ccc3c(c2)OCO3)c1=O	10.0	-2.2
CC1CCCCN1C(=S)NC(=O)c1ccco1 (stereo not given)	-9.9	-2.6
CC(C)(C)NC(=O)C(c1ccccn1)N(C(=O)c1ccc2c(c1)OCCO2)C1CCCC1 (stereo not given)	17.0	-11.6
N=C1C(=O)NC(=O)C1c1ccccc1 (stereo not given)	-7.6	5.6
CCC(=O)N1CCc2cc(S(=O)(=O)NCCC(=O)N3CCN(c4ccccn4)CC3)ccc21	-20.6	-17.0
COc1ccc(/C=N/NC(=O)CNS(=O)(=O)c2ccccc2)cc1	-8.2	18.1
CC(=O)/C(=C/Nc1ccc(Oc2ccccc2)cc1)c1ccccc1	6.2	-9.1
COc1ccc(NC(=O)COC(=O)C23CC4CC(CC(O)(C4)C2)C3)cc1Cl	13.1	-0.2
O=C(N[C@@H](Cc1ccc(O)cc1)C(=O)O)c1cccnc1	8.1	5.0
C/C(=N\O)C(C)(C)Nc1ccc(Br)cc1	-11.3	2.6
COc1ccccc1NC(=O)CSc1n[nH]c(-c2ccco2)n1	-24.5	-4.9
Cc1cc(C(=O)CSc2nn3c(=O)c(C(C)(C)C)nnc3s2)c(C)n1C	3.1	-11.6
CCCNC(=O)C1(C)CCCN(C(=O)c2cc(C)nn2C(C)(C)C)C1 (stereo not given)	-3.5	1.7
CC(=O)c1ccc(OCC(C)C)c(CN2CCCCC2)c1	0.8	-5.4
CCOC(=O)C(C)(C)N(Cc1cccc(C)c1)S(=O)(=O)c1cccc([N+](=O)[O-])c1	-4.9	-2.9
O=S(=O)(CCN1CCN(c2ccccc2O)CC1)c1cc(Cl)ccc1Cl	2.2	5.0
Cc1ccc(C)c(Cn2c(C)nc3c(sc(=S)n3-c3ccccc3)c2=O)c1	23.8	-8.1
CC[C@@]1(C(=O)OC)N[C@H](CN(C)C(=O)c2ccc(F)cc2)[C@@H]2C(=O)N(C)C(=O)[C@@H]21	-5.3	12.7
COc1ccccc1NCC(O)Cn1c2ccccc2c2ccccc21 (stereo not given)	14.7	3.0
O=[N+]([O-])c1ccccc1S(=O)(=O)N1CCN(CC2CC=CCC2)CC1 (stereo not given)	-4.6	8.5
Cc1n[nH]c(C)c1S(=O)(=O)N(C)Cc1ccco1	-0.6	3.4
CC1CCCN(C(=O)c2ccc3ncsc3c2)C1 (stereo not given)	10.6	2.6
CCN1CCN(C(=O)c2cccc(OC3CCN(S(C)(=O)=O)CC3)c2)[C@@H](C)C1=O	-9.5	-0.9
O=C(O)Cc1ccc(S(=O)(=O)N2CCCC2)s1	7.3	-4.5
CC(C)c1ccc(NC(=O)N2CCc3nc(NCc4cccc(Oc5ccccc5)c4)ncc3C2)cc1	34.4	-3.7
CCN1/C(=C/C=C2/SC(=Nc3cccc4ncccc34)N(C)C2=O)Sc2ccccc21	-2.0	-2.4
